Source: PubChem BioAssay (Johns Hopkins Ion Channel Center)
KCNK3 inh: human KCNK3 channel inhibition, primary screen | O14649 | CHO-KCNK3 thallium flux, FluxOR fluorescence; active compounds read low | B-score at 10 µM | 0.84% of 340,000 active;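 active = B-score under library mean minus 4 SD, starting fluorescence ratio at most library mean plus 5 SD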;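 note: more negative B-score means stronger inhibition of thallium flux through KCNK3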
KCNK9 inh: human KCNK9 channel inhibition | 1.2% of 310,000 active | B-score at 10 µM | HEK293 KCNK9, FluxOR thallium flux fluorescence; active compounds read low | Q9NPC2;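 active = ratio B-score over 3 SD below the library mean, with starting fluorescence within 5 SD of its mean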;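 note: negative B-score means less thallium flux so channel inhibition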
TMEM16A inh: inhibitors of mouse TMEM16A calcium-activated chloride channel. Q8BHY3. normalized B-score (activity score, 25-100; higher = stronger inhibition) at 10 µM. 1.2% of 310,000 active. HEK293 TMEM16A/YFP iodide influx fluorescence, ionomycin;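 active = ratio plate-corrected score three or more library SD toward inhibition, starting fluorescence score within five deviations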;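 note: score derived from kinetic fluorescence span divided by baseline fluorescence per well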
Target sequence (Q8BHY3 whole entry, looked up): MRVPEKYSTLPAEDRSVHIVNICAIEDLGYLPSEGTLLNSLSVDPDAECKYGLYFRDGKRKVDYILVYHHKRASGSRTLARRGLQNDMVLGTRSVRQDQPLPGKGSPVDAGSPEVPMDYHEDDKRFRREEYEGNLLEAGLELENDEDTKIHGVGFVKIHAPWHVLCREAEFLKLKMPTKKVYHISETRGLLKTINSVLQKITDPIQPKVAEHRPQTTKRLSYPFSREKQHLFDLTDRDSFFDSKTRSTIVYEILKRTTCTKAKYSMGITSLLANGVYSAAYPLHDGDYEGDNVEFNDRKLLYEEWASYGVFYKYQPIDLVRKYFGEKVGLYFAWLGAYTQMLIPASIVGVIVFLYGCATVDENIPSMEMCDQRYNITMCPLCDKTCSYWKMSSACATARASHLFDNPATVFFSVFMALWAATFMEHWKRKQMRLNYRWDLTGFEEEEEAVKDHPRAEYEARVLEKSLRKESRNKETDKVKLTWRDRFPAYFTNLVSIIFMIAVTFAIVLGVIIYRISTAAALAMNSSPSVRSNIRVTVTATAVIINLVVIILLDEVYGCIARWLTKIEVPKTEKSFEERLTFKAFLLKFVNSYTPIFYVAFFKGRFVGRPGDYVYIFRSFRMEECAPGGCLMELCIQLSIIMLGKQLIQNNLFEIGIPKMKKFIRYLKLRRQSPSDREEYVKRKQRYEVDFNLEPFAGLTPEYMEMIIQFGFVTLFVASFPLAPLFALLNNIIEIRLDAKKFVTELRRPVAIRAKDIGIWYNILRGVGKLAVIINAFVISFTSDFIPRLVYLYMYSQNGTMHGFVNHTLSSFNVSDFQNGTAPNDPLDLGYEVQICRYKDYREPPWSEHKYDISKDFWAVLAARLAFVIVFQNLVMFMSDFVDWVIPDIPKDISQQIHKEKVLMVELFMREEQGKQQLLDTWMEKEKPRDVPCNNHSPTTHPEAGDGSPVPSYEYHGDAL
RGS4 block: human RGS4 inhibition; P49798; HEK293 M3R/RGS4 inducible, Fluo-4 calcium flux; active compounds read high; triggered by carbachol at its EC20; B-score at 10 µM; 0.45% of 310,000 active;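 active = B-score, a plate-corrected calcium signal, over three deviations above library mean, with baseline fluorescence within five deviations of library mean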;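 note: RGS4 expression induced by doxycycline in cells with stable M3 receptor; B-score is computed from the integrated fluorescence ratio over baseline after carbachol; higher B-score means a larger calcium signal and so more RGS4 inhibition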
ANO1 activ: mouse TMEM16A channel activation, primary screen; 0.3% of 340,000 active; HEK293 TMEM16A/YFP-H148Q/I152L, iodide quench fluorescence; active compounds read low; Q8BHY3; B-score at 10 µM; AID 623877;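 active = fluorescence-ratio B-score plate-corrected deviation score at least 3 library SD below zero, with starting fluorescence score within 5 deviations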;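 note: channel opened by trigger with iodide after compound preincubation; score built on the fluorescence ratio of max minus min over baseline; more negative score means more quench and so TMEM16A activation or potentiation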
MrgX1 allo act: allosterically activates human MrgX1 receptor signaling. MrgX1-HEK293, Fluo-4 calcium flux, FDSS; active compounds read high. 0.63% of 310,000 active. Q96LB2. B-score at 10 µM;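 active = plate-corrected calcium response at least 3 library SD above typical, normal starting fluorescence, not activating the receptor alone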;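 note: compound read alongside a low EC10 to EC30 dose of BAM8-22 agonist; peak minus trough fluorescence over baseline measured at the second addition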
hERG rescue: compounds protecting human hERG from proarrhythmic drug block; Q12809; CHO-hERG, FluxOR thallium flux, dofetilide IC70 present; activation (rescue from dofetilide block), less the hit threshold, % at 10 µM; 0.51% of 310,000 active; AID 1511;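 active = activation above the mean of controls blocked by dofetilide plus 5 SD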;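 note: thallium influx through hERG after potassium depolarization seen as dye fluorescence rise; in these data hits start at about 4.7%; inactives centre near -7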
RGS4 pot: RGS4 potentiation or activation; 0.92% of 310,000 active; HEK293 M3R/inducible RGS4, carbachol calcium flux Fluo4; active compounds read low; B-score at 10 µM;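 active = B-score of the integrated calcium signal more than 4 SD below the library mean, with starting fluorescence not abnormally high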;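 note: negative B-score means reduced calcium response which marks RGS4 activation or potentiation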
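Assay system: Inducible-RGS4 HEK293 cells carrying M3 receptor | Schedule: Compound preincubation 20 min at room temperature before agonist | Signal: Kinetic calcium fluorescence imaging with Fluo4-AM dye, 2 µM | Read-out basis: B score from integrated fluorescence ratio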
MrgX1 ag: activates human MrgX1 receptor signaling; MrgX1-HEK293 cells, Fluo-4 calcium fluorescence, agonist mode; active compounds read high; 0.44% of 310,000 active; Q96LB2; B-score at 10 µM;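 active = calcium response B-score plate-corrected fluorescence ratio at least 3 library SD, with starting fluorescence B-score inside 5 SD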
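Material: MrgX1-expressing HEK293 cells; input: 15,000 cells per well; doses: test compound given as first of three sequential additions; schedule: overnight plating before 1 h dye loading; technique: Fluo-4 NW calcium-flux fluorescence, kinetic read; evaluation: baseline-normalised fluorescence change ratio, B-scored; control set: plate-wise positive and negative controls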
KCNQ1 inh: blocks the human KCNQ1 potassium channel. B-score at 10 µM. CHO-K1 KCNQ1, FluxOR thallium flux fluorescence; active compounds read high. 1.3% of 310,000 active. P51787;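 active = compounds whose thallium flux B-score, printed positive for inhibition, exceeds three library SD while starting fluorescence stays within three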;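 note: channel opened by potassium depolarization with thallium stimulus after 20 min compound exposure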
KCNQ1 act: potentiates or activates the human KCNQ1 potassium channel | P51787 | CHO-K1 KCNQ1, thallium flux FluxOR fluorescence; active compounds read high | B-score at 10 µM | 0.35% of 310,000 active | AID 2648;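 active = fluorescence ratio B-score, a plate-corrected score, at least three library SD, with initial intensity B-score within 5 SD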
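Assay system: CHO-K1 cells stably expressing KCNQ1. Medium: assay buffer for compound exposure, DMSO matched across wells. Timing: 37 °C overnight plating, 90-min dark dye load, 20-min compound pretreatment. Signal: kinetic FluxOR fluorescence, 10 s baseline plus 110 s post-stimulus.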
Numbers without * were called inactive; i = inactive.

Second line of a record – RGS4 block | TMEM16A inh | KCNQ1 act | MrgX1 ag | KCNK9 inh | RGS4 pot | KCNQ1 inh | KCNK3 inh | MrgX1 allo act | ANO1 activ | hERG rescue
- [O-][n+]1onc2c1CCC1N(O)C(c3ccccc3)CC21O (centres undefined)
    i | i | i | i | i | i | i | i | i | i | -9
- CSc1cccc(NS(=O)(=O)c2cccc3nsnc23)c1
    i | i | i | i | i | i | i | i | i | i | -8
- CC(OC(=O)c1cccs1)C(=O)Nc1nc(-c2ccccc2)cs1 (centres undefined)
    i | i | i | i | i | i | i | i | i | i | -4
- COC(=O)c1c(C)oc2ccc(NS(=O)(=O)c3cccs3)cc12
    i | 100* | i | i | i | i | i | i | i | i | -11
- O=C(Cc1ccccc1)Nc1ccc(F)cc1
    i | i | i | i | i | i | i | i | i | i | -8
- COc1cccc(CNC(=O)CC2C(=O)NCCN2Cc2ccoc2)c1OC (centres undefined)
    i | i | i | i | i | i | i | i | i | i | -4
- CCN(C(=O)CSc1nnc(COc2cccc(C)c2)o1)c1nc(C)cs1
    i | i | i | i | i | i | i | i | i | i | -10
- CCOCCn1c(CN2CCCC(C)C2)nc2c1c(=O)n(C)c(=O)n2C (centres undefined)
    i | i | i | i | i | i | i | i | i | i | -8
- CC(=O)c1ccc(NC(=O)CCC(=O)OCC(=O)c2cccc([N+](=O)[O-])c2)cc1
    i | i | i | i | i | i | i | i | i | i | -6
- CC(C)c1[nH]nc2c1C(C(C)C)C(C#N)=C(N)O2 (centres undefined)
    i | i | i | i | i | i | i | i | i | i | -1
- COc1cccc(-n2c(C)cc(/C=C3\C(=N)N4N=C(CC(=O)N5CCOCC5)SC4=NC3=O)c2C)c1
    i | i | i | i | i | i | i | i | i | i | -4
- COc1ccc(OC)c(CN2CCCC(C(=O)c3ccccc3SC)C2)c1 (centres undefined)
    i | i | i | i | i | i | i | i | i | i | -13
- CCc1cc2c(=O)n(CCC(C)C)c(=S)[nH]c2s1
    i | i | 35* | i | i | i | i | i | i | i | 26*
- COc1ccc(CCNC(=O)CSc2nnc3ccc(-c4ccccn4)nn23)cc1
    i | i | i | i | i | i | i | i | i | i | -12
- O=C(O)c1cc(S(=O)(=O)N(Cc2ccccc2)c2cccc(C(F)(F)F)c2)ccc1Cl
    i | i | i | i | i | i | i | i | i | i | -4
- COCCOC(=O)C(CC(=O)O)NCc1ccco1 (centres undefined)
    i | i | i | i | i | i | i | i | i | i | -4
- CC(C)(C)c1ccc(C(=O)NCCOc2ccccc2F)cc1
    i | i | i | i | i | i | i | i | i | i | -4
- O=C(Nc1cn(-c2ccccc2)nc1-c1ccc(F)cc1)c1ccccc1
    i | i | i | i | i | i | i | i | i | i | -6
- CC(CCc1ccccc1)NC(=O)CCN1N=C(c2ccccc2)CCC1=O (centres undefined)
    i | i | i | i | i | i | i | i | i | i | -7
- CC1C(=O)N2CCCc3cc(S(=O)(=O)N4CCCCC4)cc1c32 (centres undefined)
    i | i | i | i | i | i | i | i | i | i | -4
- O=C(c1n[nH]c(=O)c2ccccc12)N1CCN(c2ccccc2Cl)CC1
    i | i | i | i | i | i | i | i | i | i | -3
- CC(C)CC(=O)NC(=S)Nc1ccc(Cl)cn1
    i | i | i | i | i | i | i | i | i | i | -4
- COC(=O)c1ccccc1CC1SC(N)=NC1=O (centres undefined)
    i | i | i | i | i | i | i | i | i | i | -2
- O=C(NCC1CCCO1)C1CCN(CC2CCCCC2)CC1 (centres undefined)
    i | i | i | i | i | i | i | i | i | i | -4
- Cc1ccc(-c2nnc(SCC(=O)NC3CC3)o2)cc1
    i | i | i | i | i | i | i | i | i | i | -2
- Cc1ccc(N(CC(=O)NCC2CCCO2)C(=O)Cn2nnc(-c3cccs3)n2)cc1 (centres undefined)
    i | i | i | i | i | i | i | i | i | i | -4
- CCOC(=O)Cc1cc(=O)n2[nH]c(-c3ccc(Cl)cc3)cc2n1
    i | i | i | i | i | i | i | i | i | i | -9
- COc1cc(C(C)=O)ccc1OCC(=O)Nc1ccccc1N1CCCC1
    i | i | i | i | i | i | i | i | i | i | -22
- O=C(Cn1cnc2ccccc2c1=O)Nc1ccccc1N1CCOCC1
    i | i | i | i | i | i | i | i | i | i | -13
- CN1C(=O)/C(=C/c2coc3ccc(O)cc3c2=O)SC1=S
    i | i | i | i | i | i | i | i | i | i | -6
- Cc1cc(C)cc(N(CC(=O)NCC2CCCO2)C(=O)CCC(=O)Nc2cc(C)on2)c1 (centres undefined)
    i | i | i | i | i | i | i | i | i | i | -1
- CC(C)C(C)NC(=O)CN1C(=O)NC(c2ccccc2)(c2ccccc2)C1=O (centres undefined)
    i | i | i | i | i | i | i | i | i | i | -9
- Cc1ccc(NC(=O)c2cc(C)n(-c3cccc(C)c3)c2C)cc1
    i | i | i | i | i | i | i | i | i | i | -11
- COc1cccc(CNC(=O)Cc2ccc(OC)c(S(=O)(=O)N3CCOCC3)c2)c1
    i | i | i | i | i | i | i | i | i | i | -10
- Cc1nc(Nc2ccc(S(N)(=O)=O)cc2)sc1-c1ccccc1
    i | i | i | i | i | i | i | i | i | i | -7
- CC(=O)Nc1ccc(NC(=O)COc2ccc(-c3ccc(C#N)cc3)cc2)cc1
    i | i | i | i | i | i | i | i | i | i | -3
- COc1ccc(/C=N/n2nnnc2N)cc1OC
    i | i | i | i | i | i | i | i | i | i | -1
- Cc1ccc(OCc2cccc(S(=O)(=O)N(C)C)c2)c([N+](=O)[O-])n1
    i | i | i | i | i | i | i | i | i | i | -7
- CN(CC(=O)Nc1ccccc1N1CCOCC1)S(=O)(=O)c1ccc(F)cc1
    i | 25* | i | i | i | i | i | i | i | i | -11
- COc1cccc(-c2nc(CS(=O)(=O)CC(=O)NCCc3ccc(OC)c(OC)c3)c(C)o2)c1
    i | i | i | i | i | i | i | i | i | i | -10
- Cc1ccccc1C(=O)/C=C1/c2ccccc2CC(C)(C)N1C
    i | i | i | i | i | i | i | i | i | i | -11
- CCC(C)NS(=O)(=O)c1ccc(NS(=O)(=O)c2ccc(F)cc2)cc1 (centres undefined)
    i | i | i | i | i | i | i | i | i | i | -9
- CC(C)N(C)C1CCN(C(=O)Nc2ccc(Cl)c(Cl)c2)CC1
    i | i | i | i | i | i | i | i | i | i | -13
- COCC(C)n1c(C)cc(C(=O)COC(=O)/C=C/c2cccc(F)c2)c1C (centres undefined)
    i | i | i | i | i | i | i | i | i | i | -19
- CCOc1ccc(CN2CCNC(=O)C2CC(=O)N(C)CC2CCOCC2)cc1 (centres undefined)
    i | i | i | i | i | i | i | i | i | i | -7
- CCn1nccc1C(=O)Nc1cccc(C)c1C
    i | i | i | i | i | i | i | i | i | i | -4
- CCc1ccc(CCC(=O)Nc2nnc(CC)s2)o1
    i | i | i | i | i | i | i | i | i | i | -5
- COc1ccccc1C(=O)Nc1ccc(Cc2ccncc2)cc1
    i | i | i | i | i | i | i | i | i | i | -15
- CC(=O)c1sc(N/N=C\c2ccccc2O)nc1C
    i | i | i | i | i | i | i | i | i | i | -12
- N#CC1=C(N)C(C#N)(C#N)C(c2ccncc2)C2CN(C(=O)OCc3ccccc3)CC=C12 (centres undefined)
    i | i | i | i | i | i | i | i | i | i | -3
- O=C(CCc1ccccc1)NNC(=O)Nc1cccc(Cl)c1
    i | i | i | i | i | i | i | i | i | i | -13
- COc1cccc(CNC(=O)CS(=O)(=O)Cc2nc(-c3ccc(C)cc3)oc2C)c1OC
    i | i | i | i | i | i | i | i | i | i | -8
- CSCCC(=O)NC1CC(C)(C)Cc2c1cnn2-c1ccccc1C (centres undefined)
    i | i | i | i | i | i | i | i | i | i | -5
- O=C(NNC1=C(C(=O)C(F)(F)F)CCC1)c1ccc(Br)cc1
    i | 100* | i | i | i | i | i | i | i | i | -19
- COc1ccc(Cl)cc1NC(=O)COC(=O)Cc1cccs1
    i | i | i | i | i | i | i | i | i | i | -12
- COC(=O)c1sc(S(=O)(=O)Nc2ccc3cn[nH]c3c2)c(C(=O)OC)c1C
    i | i | i | i | i | i | i | i | i | i | -9
- COc1ccc(C)cc1NC(=O)CN1CCN(S(=O)(=O)c2ccc(F)cc2)CC1
    i | i | i | i | i | i | i | i | i | i | -3
- COc1cccc(/C=N/NC(=O)CNC(=O)c2cccnc2)c1O
    i | i | i | i | i | i | i | i | i | i | -8
- O=C(Cc1ccccc1)Nc1ccccc1N1CCCC1
    i | i | i | i | i | i | i | i | i | i | -6
- Cc1ccc(N/N=C2\CS(=O)(=O)N(C)c3ccsc32)cc1
    i | i | i | i | i | i | i | i | i | i | -10

(cont.)
Second line of a record – RGS4 block | TMEM16A inh | KCNQ1 act | MrgX1 ag | KCNK9 inh | RGS4 pot | KCNQ1 inh | KCNK3 inh | MrgX1 allo act | ANO1 activ | hERG rescue
- C=CCc1cc(S(=O)(=O)c2ccc(O)c(CC=C)c2)ccc1O
    i | i | i | i | -12* | i | i | -11* | i | i | -9
- COc1cc(OC)cc(C(=O)NC(=S)NCCc2ccccc2)c1
    i | i | i | i | i | i | i | i | i | i | -6
- COc1cc(/C=C2\S/C(=N/S(=O)(=O)c3ccc(C)cc3)NC2=O)c([N+](=O)[O-])cc1OC
    i | i | i | i | i | i | i | i | i | i | -33
- Cc1cccc(-c2nc3ccc(C(=O)NCCN4CCN(C)CC4)cc3nc2-c2cccc(C)c2)c1
    i | i | i | i | i | -8* | 7* | -9.5* | i | i | -27
- CCCN1CCC(NC(=O)Cc2ccccc2C)CC1
    i | i | i | i | i | i | i | i | i | i | -3
- OCC1C2c3ccccc3C(c3ccccc32)C1CO (centres undefined)
    i | i | i | i | i | i | i | i | i | i | -3
- COc1ccccc1NC(=O)N1CCCC1C(=O)Nc1nnc(C(C)C)s1 (centres undefined)
    i | i | i | i | i | i | i | i | i | i | -5
- O=C(CCCN1C(=O)CCC1=O)Nc1cccc(C(F)(F)F)c1
    i | i | i | i | i | i | i | i | i | i | -6
- CCOc1ccc(OCc2ccc(C(=O)N(C)c3ccccc3)o2)cc1
    i | i | i | i | i | i | i | i | i | i | -4
- COCCn1c(SCC(=O)Nc2sccc2C(N)=O)nc2cc(Cl)ccc2c1=O
    i | i | i | i | i | i | i | -9.2* | i | i | -14
